SUMO HTRF inh = SUMOylation inhibition; P63279; HTRF SUMOylation assay, SAE1/SAE2 + UBC9, in vitro; inhibition, % at 35 µM; 290,000 tested, 0.36% active; in the data active means inhibition above about 50%, passing the limit was not always enough; further: strong numbers were not always called active
DNA FID counter = fluorescent intercalator displacement, NS3 helicase counter-screen. 290,000 tested, 0.17% active. AID 1845. inhibition, % at 7.9 µM. DNA fluorescent intercalator displacement, fluorescence; in the data active means inhibition above about 37%;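 further: 0% = vehicle and 100% = reference compound; higher means more ethidium bromide displaced from hairpin DNA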
p-CIP stab down = lowers stability of the mouse p/CIP coactivator protein | AID 1984 | 290,000 tested, 0.01% active | Q05BA5 | decrease of EGFP signal, % at 10 µM | F442A p/CIP-EGFP cells, EGFP fluorescence, 16 h;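 active means EGFP signal decrease of at least 30% at 10 µM or well 3 SD below plate mean, unless failing retest; inactive means the rest, including hits failing retest or dose response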; further: some compounds called inactive have numbers as strong as hits; many of its hits are not listed in these tables
Target sequence (Q05BA5 1-1403): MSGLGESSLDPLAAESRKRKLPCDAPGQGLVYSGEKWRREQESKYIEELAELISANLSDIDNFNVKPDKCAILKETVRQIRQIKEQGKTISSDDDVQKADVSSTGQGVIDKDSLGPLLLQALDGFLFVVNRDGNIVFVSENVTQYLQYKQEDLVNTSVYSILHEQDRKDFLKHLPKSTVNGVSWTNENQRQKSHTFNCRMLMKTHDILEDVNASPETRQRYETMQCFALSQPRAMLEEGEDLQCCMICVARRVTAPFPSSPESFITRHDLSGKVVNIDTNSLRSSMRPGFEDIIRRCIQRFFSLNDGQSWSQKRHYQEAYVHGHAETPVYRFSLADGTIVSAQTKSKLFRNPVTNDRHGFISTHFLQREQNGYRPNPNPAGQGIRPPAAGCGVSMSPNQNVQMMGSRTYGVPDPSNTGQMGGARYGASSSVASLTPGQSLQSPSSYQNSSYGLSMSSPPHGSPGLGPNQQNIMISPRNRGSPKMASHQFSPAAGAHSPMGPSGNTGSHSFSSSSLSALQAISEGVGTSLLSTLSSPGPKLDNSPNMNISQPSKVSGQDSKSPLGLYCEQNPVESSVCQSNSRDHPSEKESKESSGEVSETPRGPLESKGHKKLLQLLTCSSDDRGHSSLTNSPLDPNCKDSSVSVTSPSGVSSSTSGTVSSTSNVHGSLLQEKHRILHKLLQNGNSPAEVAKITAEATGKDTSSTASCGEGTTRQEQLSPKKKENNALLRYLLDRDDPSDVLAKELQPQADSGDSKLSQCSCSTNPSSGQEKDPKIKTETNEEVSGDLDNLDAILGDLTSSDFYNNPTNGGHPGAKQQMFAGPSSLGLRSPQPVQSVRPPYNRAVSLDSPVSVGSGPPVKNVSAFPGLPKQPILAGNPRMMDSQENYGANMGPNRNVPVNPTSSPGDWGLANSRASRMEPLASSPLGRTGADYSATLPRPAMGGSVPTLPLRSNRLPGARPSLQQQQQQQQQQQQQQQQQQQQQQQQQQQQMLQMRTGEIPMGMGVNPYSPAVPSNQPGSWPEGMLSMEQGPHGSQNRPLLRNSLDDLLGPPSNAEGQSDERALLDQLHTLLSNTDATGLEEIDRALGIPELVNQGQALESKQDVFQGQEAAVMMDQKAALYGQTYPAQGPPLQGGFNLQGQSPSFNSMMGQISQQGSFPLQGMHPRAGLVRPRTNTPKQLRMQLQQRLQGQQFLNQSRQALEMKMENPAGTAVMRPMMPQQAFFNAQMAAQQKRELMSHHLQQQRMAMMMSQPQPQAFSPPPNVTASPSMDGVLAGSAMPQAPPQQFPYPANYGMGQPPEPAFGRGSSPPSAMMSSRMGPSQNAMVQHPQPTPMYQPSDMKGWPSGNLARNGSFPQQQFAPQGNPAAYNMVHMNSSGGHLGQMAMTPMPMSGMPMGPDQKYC
M18AAP inhibitor = PfM18AAP enzyme inhibition; inhibition, % at 7.35 µM; AID 1822; recombinant PfM18AAP, H-Glu-NHMec fluorogenic cleavage; 290,000 tested, 1.2% active;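 active means inhibition above the campaign mean inhibition over all tested compounds plus 3 SD, cut at about 28% in these data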;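 further: 0% = plate median of test compound wells and 100% = 2 mM ZnCl2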
IDE inh = inhibits human insulin-degrading enzyme in HEK cells; P14735; inhibition, % at 5.59 µM; 320,000 tested, 0.41% active; FAbetaB cleavage, fluorescence polarization;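 active means percent inhibition above the average of all tested compounds plus 3 SD, set per screening campaign, cut at about 16% in these data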;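 further: IDE supplied by intact live HEK cells; FP after avidin binding of uncleaved biotin substrate so inhibition keeps polarization high; 0% = DMSO wells and 100% = 60 µM reference IDE inhibitor Ii1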
IMP-1 inhibitor = inhibitors of Pseudomonas aeruginosa IMP-1 metallo-beta-lactamase. AID 1556. purified IMP-1, nitrocefin hydrolysis, epi-absorbance fluorescence. 290,000 tested, 0.45% active. inhibition, % at 5.6 µM;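 active means inhibition above the mean plus 3 SD of all compounds in the same screening run, cut at about 4.5% in these data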;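 further: 0% = IMP-1 with DMSO and 100% = DMSO wells lacking enzyme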
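assay system = purified recombinant IMP-1 metallo-beta-lactamase enzyme | schedule = 15 min preincubation plus 25 min reaction at 25 °C | signal = Epi-absorbance fluorescence, 480 nm excitation, 530 nm emission | read-out basis = percent inhibition from optical density relative to buffer-blank wells | controls = IMP-1 with DMSO as 0%, enzyme-free DMSO as 100%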
IDE act = activators of human insulin-degrading enzyme in cells | P14735 | HEK cells, FAbeta-B cleavage, fluorescence polarization; 0% vehicle, 100% cell-free pure enzyme wells | activation, % at 5.96 µM | 340,000 tested, 0.073% active;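 active means activation above the mean of all tested compounds plus 3 SD, set per screening campaign, cut at about 17% in these data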
VIM-2 inh = inhibitors of Pseudomonas aeruginosa VIM-2 metallo-beta-lactamase | purified VIM-2, nitrocefin hydrolysis, epi-absorbance fluorescence | inhibition, % at 5.6 µM | 290,000 tested, 0.89% active | AID 1527;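 active means inhibition above the mean of all tested compounds plus 3 SD, cutoff set per screening run, cut at about 7.5% in these data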;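 further: red hydrolysis product quenches plate fluorescence so inhibitors raise well fluorescence; 0% = enzyme with DMSO and 100% = DMSO without enzyme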
NS3 helicase inh = blocks Hepatitis C virus NS3 helicase unwinding. NS3 helicase DNA unwinding, Cy5 molecular beacon fluorescence. inhibition, % at 10.9 µM. 290,000 tested, 0.56% active;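 active means inhibition above the mean of all tested compounds plus 3 SD, set per campaign, cut at about 35% in these data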;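 further: 0% = DMSO wells and 100% = thioflavine S control wells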
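Assay system: hepatitis C virus NS3 helicase domain fragment enzyme. Also added: annealed dual-labelled DNA beacon duplex, ATP-started. Timing: 1 h reaction at 25 °C, ATP-initiated. Technique: Cy5 fluorescence at 0 and 60 min, beacon hairpin quenching. Evaluation: % inhibition of unwinding. Replication: one well per compound.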
* marks the source's active call; other numbers are inactive results; . = not tested or not shown.

SMILES | SUMO HTRF inh | DNA FID counter | p-CIP stab down | M18AAP inhibitor | IDE inh | IMP-1 inhibitor | IDE act | VIM-2 inh | NS3 helicase inh
COc1ccc(C(=O)Nn2c(SCC(=O)NC3CCCC3)nc3ccccc3c2=O)cc1 | 5.1 | -9.0 | -1.0 | -13.0 | 10.0 | -2.4 | 0.3 | -1.9 | 3.8
COC(=O)c1c(NC(=O)CN2C(=O)NC(CCc3ccccc3)C2=O)sc2c1CCCCC2 (stereo unspecified) | -20.6 | -1.2 | 4.9 | 3.3 | -0.7 | -3.5 | 2.0 | -2.6 | -0.5
COc1ccc(OC)c(NC(=O)C(=O)c2cn(CC(=O)N3CCCC3)c3ccccc23)c1 | 3.3 | -25.6 | 6.9 | 1.9 | -1.3 | -0.6 | -0.6 | 2.1 | -21.9
CCOc1ccc(-n2nc3ccc(N)cc3n2)cc1 | 37.4 | -12.8 | -12.5 | 12.7 | . | -3.6 | 0.9 | -0.9 | 44.1*
Cc1ccccc1Nc1cc(C)c2c(O)cccc2n1 | -4.7 | -4.9 | 1.0 | -3.3 | 6.1 | -2.8 | 3.8 | 0.3 | -23.2
CCOC(=O)c1c(C)n(CC(O)CN(CC)CC)c2cc(Br)c(OC)cc12 (stereo unspecified) | 1.7 | 20.9 | -6.5 | 1.4 | -1.3 | -2.1 | 1.7 | 0.2 | -30.2
CCOC(=O)c1ccccc1NC(=O)COc1cc(=O)n(CC)c2ccccc12 | -14.7 | -18.8 | -16.6 | -11.8 | 1.8 | -1.7 | 1.0 | 0.9 | -3.9
N/C(CSc1ccccn1)=N\OCc1c(Cl)cccc1Cl | 4.3 | -24.8 | -8.7 | -5.1 | 3.9 | -1.2 | 7.0 | 0.4 | -9.3
CC(=O)c1cc(-c2ccccc2)n(CCC(=O)NC2CCCCC2)c1C | 5.8 | -10.6 | -1.3 | -3.4 | -0.9 | -0.4 | 4.7 | 0.5 | -15.2
CCN(c1ccccc1)S(=O)(=O)c1ccc(OC)c(NC(=O)CNC)c1 | 1.3 | 13.0 | 2.8 | 13.7 | -0.6 | -0.6 | 1.9 | -1.1 | -7.4
COc1ccc(S(N)(=O)=O)cc1C(N)=O | 8.7 | 4.5 | -11.6 | 3.1 | 0.0 | -1.9 | 1.3 | -5.1 | 11.8
COc1ccc(NC(=O)CCSc2ccc(F)cc2)cc1 | -2.8 | -10.3 | -4.7 | -1.7 | 2.5 | -0.7 | 5.9 | -1.1 | -6.2
Cc1cccc(C)c1OCC(O)CN (stereo unspecified) | -24.5 | -1.7 | -5.1 | -23.8 | 4.1 | -4.3 | 10.7 | -4.0 | 11.0
Cc1cccc(Nc2cc(C)nc3ccccc23)c1 | 2.7 | 4.6 | 4.9 | 2.5 | 0.7 | -1.5 | 5.9 | 3.6 | -4.3
Cc1c(NC(=O)CSc2nnnn2Cc2ccccc2)c(=O)n(-c2ccccc2)n1C | 19.7 | -7.8 | -19.1 | -0.2 | 3.9 | -6.9 | -5.4 | -5.0 | -0.2
Cc1nnc(-c2ccccc2)o1 | 15.3 | 0.0 | -10.1 | -19.5 | 2.5 | -3.1 | 5.4 | -0.7 | 0.0
COc1ccc(Nc2cc(C)c3cc([N+](=O)[O-])ccc3n2)cc1 | 2.7 | 11.3 | -11.3 | -12.3 | -0.5 | -2.3 | 4.6 | -0.2 | -22.4
COc1ccc2oc(-c3ccc(C)c(NC(=O)c4ccc(N5CCOCC5)c([N+](=O)[O-])c4)c3)nc2c1 | 13.2 | 4.1 | -15.0 | 3.6 | -4.2 | -1.4 | 4.2 | 2.9 | 8.5
Cc1ccccc1NC(=S)NC(NC(=O)C(C)(C)C)C(Cl)(Cl)Cl (stereo unspecified) | 15.5 | -8.8 | -1.6 | 3.0 | -3.9 | 0.2 | 0.2 | 2.5 | 11.5
CCCOc1ccc(Cn2c(=O)oc3ccc(C)cc32)cc1 | -9.2 | -23.4 | -9.9 | 0.3 | -2.2 | -3.8 | 2.2 | -2.9 | -1.2
COCCCn1c(C)nnc1SCC(=O)Nc1ccc(C(C)=O)cc1 | 9.8 | -6.4 | 1.8 | -13.1 | -0.7 | -4.1 | 6.6 | -0.2 | 4.2
O=C(Nc1ccc(OCC(=O)N2CCN(S(=O)(=O)c3ccccc3)CC2)cc1)c1ccco1 | -7.3 | -27.5 | -5.2 | -6.5 | 0.1 | -2.5 | -0.7 | -3.5 | 1.2
CCOC(=O)N1CCN(C(=O)c2ccc(CS(=O)c3ccccc3)o2)CC1 (stereo unspecified) | 7.9 | -18.6 | -12.5 | 0.9 | -2.3 | -1.8 | -2.9 | -2.5 | -0.1
CCc1ccc2nc(NC(=O)c3cc(C)on3)sc2c1 | -5.7 | -6.6 | -8.3 | -9.4 | -1.8 | -2.8 | 0.9 | -1.0 | -10.8
Cc1ccc(-c2nnc(SCC(=O)NC3CCCc4ccccc43)n2N)cc1 (stereo unspecified) | 1.3 | -25.1 | 1.0 | -3.1 | 4.4 | -1.5 | 5.4 | -1.9 | -7.6

Some of these compounds in order of the IMP-1 inhibitor value, lowest first:
| canonical_smiles | IMP-1 inhibitor |
| --- | --- |
| CCOC(=O)c1c(C)n(CC(O)CN(CC)CC)c2cc(Br)c(OC)cc12 (stereo unspecified) | -2.1 |
| N/C(CSc1ccccn1)=N\OCc1c(Cl)cccc1Cl | -1.2 |
| COc1ccc(OC)c(NC(=O)C(=O)c2cn(CC(=O)N3CCCC3)c3ccccc23)c1 | -0.6 |

The main list resumes; the 4 compounds before the break are reprinted first.
SMILES | SUMO HTRF inh | DNA FID counter | p-CIP stab down | M18AAP inhibitor | IDE inh | IMP-1 inhibitor | IDE act | VIM-2 inh | NS3 helicase inh
O=C(Nc1ccc(OCC(=O)N2CCN(S(=O)(=O)c3ccccc3)CC2)cc1)c1ccco1 | -7.3 | -27.5 | -5.2 | -6.5 | 0.1 | -2.5 | -0.7 | -3.5 | 1.2
CCOC(=O)N1CCN(C(=O)c2ccc(CS(=O)c3ccccc3)o2)CC1 (stereo unspecified) | 7.9 | -18.6 | -12.5 | 0.9 | -2.3 | -1.8 | -2.9 | -2.5 | -0.1
CCc1ccc2nc(NC(=O)c3cc(C)on3)sc2c1 | -5.7 | -6.6 | -8.3 | -9.4 | -1.8 | -2.8 | 0.9 | -1.0 | -10.8
Cc1ccc(-c2nnc(SCC(=O)NC3CCCc4ccccc43)n2N)cc1 (stereo unspecified) | 1.3 | -25.1 | 1.0 | -3.1 | 4.4 | -1.5 | 5.4 | -1.9 | -7.6
O=C(N/C(=C\c1ccc(Cl)cc1)C(=O)N1CCCCC1)c1ccco1 | 5.1 | -36.0 | -12.0 | 5.8 | 1.0 | -3.4 | 2.8 | -4.2 | -0.7
S=C(NC1CCCCC1)N1CCN(c2ncccn2)CC1 | -15.0 | -3.3 | -3.7 | -16.4 | -3.5 | -2.6 | 8.2 | -0.4 | -10.3
CCOC(=O)C1(CCOC)CCN(Cc2ccncc2)CC1 | 8.8 | -1.7 | -7.9 | 2.0 | -1.0 | -3.1 | 3.9 | -4.1 | 1.5
NS(=O)(=O)c1ccc(CNC(=O)/C=C/c2ccccc2)cc1 | 9.0 | 1.1 | 2.9 | 0.9 | -3.9 | -2.7 | 1.2 | -1.5 | 4.5
O=C(CCN1C(=O)/C(=C\c2ccccc2F)SC1=S)Nc1ccc(C(=O)O)c(O)c1 | 28.1 | 30.5 | -7.7 | 5.2 | -0.6 | -1.9 | -3.5 | 0.0 | 0.0
COC(CNC(=O)[C@H](CSCc1ccccc1)N1Cc2ccccc2C1=O)OC | -5.0 | -18.8 | 5.4 | -2.4 | -1.9 | -3.1 | 5.2 | -3.0 | 6.7
CCn1c(SCc2cccc(F)c2)nnc1-c1ccncc1 | 2.2 | -17.6 | 3.5 | -8.4 | . | -0.5 | 0.9 | 0.6 | -2.2
CCOC(=O)C1(Cc2ccccc2C)CCCN(C(=O)c2cc(CC)nn2C)C1 (stereo unspecified) | 13.7 | -13.9 | -12.8 | 1.5 | -1.8 | -1.4 | -3.2 | -2.2 | 9.8
O=C(CCC(=O)N1CCCCC1)Nc1nnc(C2CCCCC2)s1 | -2.0 | -41.4 | 8.1 | 0.0 | -0.1 | -1.8 | 2.7 | -1.0 | -2.2
COC(=O)C1C(=O)/C(=C/N(C)C)C(=O)CC1(C)C (stereo unspecified) | -20.6 | -18.3 | 7.4 | 10.1 | 1.4 | -2.5 | 6.2 | -4.8 | -1.4
COC(=O)COc1ccc(S(=O)(=O)NCc2ccc3c(c2)OCO3)cc1C | 19.8 | -9.4 | -11.9 | -4.4 | -4.3 | -1.1 | 4.3 | -0.8 | -0.1
O=C(NNS(=O)(=O)c1ccc([N+](=O)[O-])cc1)C(=O)Nc1cccc(C(=O)O)c1 | 1.8 | -5.4 | 1.1 | 31.0* | 4.3 | -5.8 | 2.1 | -1.6 | 0.9
O=C(NC(=S)N1CCN(c2ccc(C(F)(F)F)cc2[N+](=O)[O-])CC1)c1cccs1 | 0.9 | -8.9 | -4.9 | 1.6 | -2.4 | -3.9 | -3.7 | -4.7 | -2.9
COc1ccc(NC(=O)COC(=O)Cn2c(C)nc3ccccc32)cc1OC | -36.9 | -1.6 | 8.2 | -6.2 | 4.5 | -0.6 | 2.4 | -1.9 | 0.8
CCN(CC)S(=O)(=O)c1ccc(Cl)c(NC(C)=O)c1 | 15.2 | -4.4 | -3.6 | -7.0 | 0.5 | -3.6 | -1.3 | -1.3 | 10.6
C=CCn1c(SCC(=O)CC(=O)OCC)nc2cc(C(=O)N3CCC(C(N)=O)CC3)ccc2c1=O | 12.8 | -18.8 | -8.5 | 5.2 | 0.7 | -1.0 | -0.6 | 1.6 | 0.2
O=C(O)c1ccc(OCCN2CCCC2=O)cc1 | -11.5 | -1.1 | -4.7 | 3.4 | 1.3 | -0.5 | 2.7 | -0.2 | 6.2
COc1cccc(Cn2c(Oc3ccccc3)nc3c2c(=O)n(C)c(=O)n3C)c1 | -8.5 | -26.4 | -13.4 | -3.0 | -1.4 | -1.4 | 5.2 | 0.8 | -5.5
Cc1ccc(N2C(=O)N(CC(=O)N(C)Cc3ccccc3)C(=O)C2C)cc1 (stereo unspecified) | -5.1 | -21.8 | -5.2 | -4.2 | 6.8 | -4.3 | 11.0 | -3.2 | 3.1
CC(C(=O)Nc1ccccc1C(=O)N1CCCC1)n1nnc2ccccc21 (stereo unspecified) | -6.4 | -2.7 | -15.4 | 3.8 | 6.4 | -4.1 | 2.8 | -4.2 | 2.6
